Screening results deposited in PubChem BioAssay by National Center for Advancing Translational Sciences (NCATS).
D2 potentiator: HTS Assay for Positive Allosteric Modulators of the Human D2 Dopamine Receptor: Primary Screen for Potentiators; D(2) dopamine receptor (Homo sapiens), P14416; HEK293 T-REx D2, calcium flux, EC20 dopamine potentiation; potentiation, % at 10 µM; hit rate 0.34% among 340,000; AID 485347, 2010;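 active means potentiation over 3 SD above the plate norm, cut at about 30% in these data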; further: 0% is about no effect
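Cells plated with tetracycline inducer and held overnight at 30 C; calcium dye loaded 30–90 min at room temperature; baseline taken, compound added and read 180 s; EC20 dopamine then added and read 180 s.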
D1 potentiator: Potentiators of Human D1 Dopamine Receptor: qHTS | D(1A) dopamine receptor (Homo sapiens), P21728 | HEK293 TREx D1 cells, calcium flux, dopamine EC20 potentiation | potentiation, % at 10 µM | hit rate 0.036% among 360,000; in the data active means potentiation above about 30%; further: 0% is about no effect
Target sequence (P21728 whole entry, looked up): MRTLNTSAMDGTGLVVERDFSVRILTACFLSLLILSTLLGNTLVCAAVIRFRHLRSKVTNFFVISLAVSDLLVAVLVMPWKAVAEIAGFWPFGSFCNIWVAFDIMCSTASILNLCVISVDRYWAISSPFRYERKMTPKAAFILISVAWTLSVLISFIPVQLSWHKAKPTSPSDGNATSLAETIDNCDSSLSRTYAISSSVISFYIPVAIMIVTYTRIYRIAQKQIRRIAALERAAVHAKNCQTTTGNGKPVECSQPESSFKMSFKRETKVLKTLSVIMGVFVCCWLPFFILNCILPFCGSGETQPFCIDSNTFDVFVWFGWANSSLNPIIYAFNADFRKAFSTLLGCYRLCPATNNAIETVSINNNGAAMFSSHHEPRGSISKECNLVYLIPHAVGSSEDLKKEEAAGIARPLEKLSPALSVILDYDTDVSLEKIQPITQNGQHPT
RXFP1 antagonist: qHTS Assay for Antagonists of the Relaxin Receptor RXFP1; Relaxin receptor 1 (Homo sapiens), Q9HBX9; HEK293-RXFP1, relaxin-stimulated cAMP HTRF, 30 min; hits give low values; activity change, negative = inhibition, % at 57.5 µM; hit rate 0.59% among 350,000; AID 1259400, 2018;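 active means activity change of -60% or lower, but not beyond a set lower limit; inconclusive means change between -60% and -40%, or beyond the set limit; inactive means change above -40%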; further: on the % scale 0 is the no-effect control and ±100 the full control effect
D1 antag: Antagonist of Human D 1 Dopamine Receptor: qHTS. D(1A) dopamine receptor (Homo sapiens), P21728. HEK293 TREx D1 cells, calcium flux, dopamine EC80; hits give low values. activity change, negative = inhibition, % at 10 µM. hit rate 3.2% among 360,000; in the data active means activity change below about -30%; further: on the % scale 0 is the no-effect control and ±100 the full control effect
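Tetracycline-induced HEK293 Trex D1 cells, force-coupled to calcium, dye-loaded; compounds added and read 180 s, then EC80 dopamine added and calcium flux tracked kinetically another 180 s.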
D2 ag: HTS Assay for Allosteric Agonists of the Human D2 Dopamine Receptor: Primary Screen for Agonists | D(2) dopamine receptor (Homo sapiens), P14416 | HEK293 T-REx D2 cells, calcium flux agonist mode | activation, % at 2 µM | hit rate 0.53% among 340,000 | AID 485358, 2010;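 active means activation over 3 SD above normal in the single-dose calcium agonist read, cut at about 30% in these data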; further: 0% is about no effect
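Tetracycline-induced HEK293 Trex cells with D2 receptor force-coupled to calcium signaling, plated overnight at 30 C and loaded with no-wash calcium dye. Calcium flux read kinetically for 180 s after compound addition; responses flag agonists.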
RXFP1 agonist: qHTS Assay for Agonists of the Relaxin Receptor RXFP1. Relaxin receptor 1 (Homo sapiens), Q9HBX9. AID 2676, 2010. Potency, µM (top dose mostly 57.5 µM), inactives show at the highest dose activation, actives largely listed as activators. hit rate 0.3% among 370,000. HEK293T-RXFP1 cAMP TR-FRET, 30 min; response scale: percent of porcine relaxin response, buffer zero; active means well fitted activation curve with a large enough effect; inconclusive means small, poorly fitted or top-dose-only effect; further: potency means the concentration at half of the fitted maximal effect; on the % scale 0 is the no-effect control and ±100 the full control effect; nearly all actives have a fitted effect of over 60% in size; many of its hits are not listed in these tables
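HEK293T cells stably expressing RXFP1 were pretreated with the PDE4 inhibitor Ro 20174, exposed to compounds for 30 min at 37C, lysed, and cAMP was read by TR-FRET. Data normalized to buffer (basal) and 29 nM porcine relaxin (100%).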
D2 antagonist: HTS Assay for Allosteric Antagonists of the Human D2 Dopamine Receptor: Primary Screen for Antagonists | AID 485344, 2010 | inhibition, % at 10 µM | HEK293 TREx D2 cells, calcium flux, dopamine EC80 | D(2) dopamine receptor (Homo sapiens), P14416 | hit rate 2% among 340,000; in the data active means inhibition above about 30%; further: 0% is about no effect
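Tetracycline-induced HEK293 T-REx cells expressing D2 force-coupled to calcium signalling were dye-loaded, exposed to compound for 180 s, then challenged with an EC80 of dopamine; calcium flux was followed kinetically for a further 180 s.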
D1 agonist: Allosteric Agonists of the Human D1 Dopamine Receptor: qHTS; D(1A) dopamine receptor (Homo sapiens), P21728; HEK293 T-REx D1 cells, calcium flux, agonist mode; activation, % at 2 µM; hit rate 1% among 360,000; AID 504660, 2011; in the data active means activation above about 30%; further: 0% is about no effect
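Agonism was scored from calcium flux recorded over 180 s (1 read/s) after pintool compound addition, following a 10-cycle baseline. Cells were inducible force-coupled HEK293 TREx D1, plated overnight at 30 C and loaded with no-wash calcium dye.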
TRHR PAM: qHTS for Small Molecule Agonists and Allosteric Enhancers of Human TRH Receptor: Primary Screen for Enhancers; Thyrotropin-releasing hormone receptor (Homo sapiens), P34981; TRHR cells, fluo-8 calcium fluorescence, EC20 TRH enhancement; enhancement, % at 2 µM; hit rate 0.66% among 360,000; AID 493056, 2011; in the data active means enhancement above about 30%; further: 0% is about no effect
Target sequence (P34981 whole entry, looked up): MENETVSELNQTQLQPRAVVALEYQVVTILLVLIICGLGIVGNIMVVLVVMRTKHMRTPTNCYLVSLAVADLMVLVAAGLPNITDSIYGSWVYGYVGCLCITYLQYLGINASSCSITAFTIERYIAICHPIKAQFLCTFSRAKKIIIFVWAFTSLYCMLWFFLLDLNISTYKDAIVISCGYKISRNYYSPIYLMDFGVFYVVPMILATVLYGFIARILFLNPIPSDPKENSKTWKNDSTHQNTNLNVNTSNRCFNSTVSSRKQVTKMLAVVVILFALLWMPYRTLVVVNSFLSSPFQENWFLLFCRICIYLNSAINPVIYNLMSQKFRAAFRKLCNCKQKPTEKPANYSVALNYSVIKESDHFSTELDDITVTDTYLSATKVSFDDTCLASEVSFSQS
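Enhancer read-out: after compound pinning and an initial kinetic agonist-mode read, an EC20 of TRH (10 nM final) was injected and fluo-8 calcium signal (Ex 480/Em 530) followed at 1 s/cycle for 100 cycles in TRHR-expressing cells.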
An asterisk follows results filed as active; u = inconclusive; x = no result given; & = joins results of further samples. These rows are one share of the data (hit frequency here may not be typical).

Under each structure – D2 potentiator	D1 potentiator	RXFP1 antagonist	D1 antag	D2 ag	RXFP1 agonist	D2 antagonist	D1 agonist	TRHR PAM
#1 O=C1CSC(=Nc2cccc([N+](=O)[O-])c2)N1
  -6	-4	8	14	1.0	2.4%	43*	4	0
#2 O=C1CCc2cc(S(=O)(=O)NCc3ccccc3Cl)ccc2N1
  1	x	0	-5	0.2	3.1%	13	6	4
#3 N#CC1=C(S)N(c2ccccc2)C(c2ccc(-c3cccc(Cl)c3)o2)NC1=O (stereo not drawn)
  24	2	-8	5	-0.4	0.6%	-9	-1	3
#4 Cc1ccc2oc(=O)c3cc(C(=O)Nc4cccc(C#N)c4)sc3c2c1
  -11	-1	x	-26	-1.2	3.6%	x	3	2
#5 CSc1nc(-c2ccccc2)nc(N2CCOCC2)c1C(C)=O
  8	-4	-18	-5	-0.4	-0.7%	-5	1	4
#6 CCc1ccc(CNC(=O)c2c3c(nc4ccccc24)C(=O)N(C2CCCCC2)C3)cc1
  3	-1	u	13	x	-1.2%	x	2	9
#7 CCOc1ccc(OCc2ccc(C(=O)NC(C)C)o2)cc1
  15	-2	3	19	0.5	-1.9%	-5	9	-3
#8 Cn1c(=O)c(=O)n(C)c2cc(S(=O)(=O)CCC(=O)Nc3cccc(C(F)(F)F)c3)ccc21
  -3	0&1	24&-4	0&18	-1.6&-1.1	13%&22%	-23	2&0	4&7
#9 Cc1[nH]nc2c1/C(=N/O)CC(c1ccccc1)C2 (stereo not drawn)
  11	2	-1	15	-1.7	-0.3%	-1	3	6
#10 COc1ccccc1/C=C(/C#N)C(=O)O
  4	-6	9	-7	1.0	-4.7%	-15	6	2

Further results follow.
Under each structure – D2 potentiator	D1 potentiator	RXFP1 antagonist	D1 antag	D2 ag	RXFP1 agonist	D2 antagonist	D1 agonist	TRHR PAM
#11 COc1ccccc1C(=O)N/N=C(\C)CC(=O)Nc1ccc(Cl)cn1
  3	-13	-19	-12	-0.5	8.7%	-9	0	-3
#12 O=C(Cc1ccc(Cl)cc1)Nc1ccc2nn(-c3ccccc3)nc2c1
  0	2	x	-1	1.7	16%	x	5	11
#13 CCCCN(C(=O)c1ccc(-c2ccc(Cl)cc2)o1)c1c(N)n(CCCC)c(=O)[nH]c1=O
  0	4	4	2	0.9	4.3%	-35	1	0
#14 COc1cccc(NC(=O)CCNC(=O)Cn2cnc3ccccc3c2=O)c1
  -5	1	-14	-5	0.3	0.0%	x	-1	9
#15 CS(=O)(=O)N1CCn2c1nc1ccccc12
  2	-3	-8	-7	x	-1.3%	x	4	-2
#16 CCC1CCCCN1Cc1nc2c(c(=O)n(C)c(=O)n2C)n1Cc1ccccc1 (stereo not drawn)
  1	-3	4	-15	-0.7	-0.7%	6	3	0
#17 Cc1ccccc1CN1C[C@@H]2C[C@@H](c3cn[nH]c3-c3ccccc3)N3CCC[C@@]23C1=O
  6	3	-8	2	1.0	-3.4%	3	7	2
#18 O=C(CCC(=O)c1cccs1)OCc1nnc(-c2ccccc2)o1
  3	-8	6	-39*	0.4	-1.3%	-1	2	0
#19 COc1ccc(CCNC(=O)c2cc(S(=O)(=O)N3CCC4(CC3)OCCO4)ccc2F)cc1OC
  x	6	-23	-11	x	-1.6%	x	1	-1
#20 CCN(CC)S(=O)(=O)c1cc(C(=O)N2CCc3ccccc32)ccc1Cl
  3	-6	-28	1	0.5	-0.3%	14	-1	-6

Later entries.
Under each structure – D2 potentiator	D1 potentiator	RXFP1 antagonist	D1 antag	D2 ag	RXFP1 agonist	D2 antagonist	D1 agonist	TRHR PAM
#21 Cn1nnnc1SCC(=O)N1CCN(c2ccccc2)CC1
  -4	-2	12	1	0.6	-0.2%	-12	1	-2
#22 Cc1ccc(C(=O)OCC(=O)NCc2cccs2)s1
  6	-1	22	-2	-1.5	2.6%	5	4	4
#23 CC(C)Cc1nn2c(=O)cc(COC(=O)c3ccccc3NC(=O)c3cccs3)nc2s1
  -4	1	16	0	0.8	1.4%	x	0	-5
#24 CNc1nnc(SCC(=O)c2c(N)n(C3CC3)c(=O)[nH]c2=O)s1
  -7	3	5	0	0.6	1.1%	-10	3	3
#25 CCOC(=O)C1=C(C)N=C2SC=C(C)N2C1c1ccc(OC)cc1 (stereo not drawn)
  5	3	-4	-3	0.0	-1.1%	2	4	6
#26 COc1ccc(C)cc1NC(=O)NCc1ccc2c(c1)CCN2C(=O)c1ccccc1
  -14	-4	-26	-2	-0.8	0.0%	x	0	-10
#27 Cc1ccccc1C(=O)Nc1ccc(S(=O)(=O)N2CCCC2)cc1
  5	x	-13	-9	1.3	0.1%	7	5	-9
#28 CC(C)(C)c1ccc(-c2nnc(-c3ccccc3NC(=O)c3cccc(C(F)(F)F)c3)o2)cc1
  15	-3	x	-3	-0.3	-1.2%	x	0	-8
#29 Cc1cccc(C(=O)NCCC(=O)Nc2ccc(C)c(F)c2)c1
  -11	-8	-2	-13	0.0	-3.8%	-8	0	10
#30 O=C(CN1C(=O)NC2(CCCC2)C1=O)OCc1ccccc1
  9	-6	-1	-16	0.1	1.7%	-4	0	-10

Next section
Under each structure – D2 potentiator	D1 potentiator	RXFP1 antagonist	D1 antag	D2 ag	RXFP1 agonist	D2 antagonist	D1 agonist	TRHR PAM
#31 O=C(NCCc1ccccn1)c1ccc(OC2CCN(CCc3ccccc3)CC2)cc1
  3	-7	6	-25	0.9	-1.3%	-8	7	2
#32 COC(=O)/C(=C\c1ccc(O)cc1)c1nc2ccccc2[nH]1
  -3	0	9	-1	0.2	-0.1%	0	2	-7
#33 CN1CCN(c2nc3c(c(=O)n(C)c(=O)n3C)n2CCSc2nc3ccccc3s2)CC1
  3	-1	-2	0	0.0	-3.0%	-7	1	0
#34 COC(=O)C1=C(NC(=O)C2CCCCC2)CCS1
  2	4	-15	-15	-0.2	-0.4%	9	2	8
#35 CC(=O)c1c(C)oc2ccc(N(C(=O)Oc3ccccc3)S(=O)(=O)c3ccc(C(C)(C)C)cc3)cc12
  -19	1	x	3	-1.0	-0.5%	x	8	3
#36 COc1ccc(OC)c2[nH]c(=O)c(CCNC(=O)c3ccc(S(=O)(=O)N4CCCC4)cc3)cc12
  19	3	x	11	0.3	-4.9%	10	0	6
#37 Cn1nccc1C(=O)N1CCN(C23CC4CC(CC(C4)C2)C3)CC1
  -13	-2	-1	4	0.5	2.0%	-7	2	-1
#38 O=C(CCNS(=O)(=O)c1ccc(Br)cc1)NCCCSc1ccccc1
  10	-2	-6	-12	-0.5	0.3%	-13	4	10
#39 NC(=O)N(N)c1nc(N2CCCC2)nc(N2CCCC2)n1
  15	-5	-2	4	0.2	0.3%	-15	1	2
#40 O=C(NNC(=O)c1ccccc1F)c1ccc(Cl)c(S(=O)(=O)N2CCOCC2)c1
  6	-14	5	7	0.7	0.1%	-13	3	3

From no. 31 up to 32, copied from above:
Under each structure – D2 potentiator	D1 potentiator	RXFP1 antagonist	D1 antag	D2 ag	RXFP1 agonist	D2 antagonist	D1 agonist	TRHR PAM
#31 O=C(NCCc1ccccn1)c1ccc(OC2CCN(CCc3ccccc3)CC2)cc1
  3	-7	6	-25	0.9	-1.3%	-8	7	2
#32 COC(=O)/C(=C\c1ccc(O)cc1)c1nc2ccccc2[nH]1
  -3	0	9	-1	0.2	-0.1%	0	2	-7

Remaining list, next part
Under each structure – D2 potentiator	D1 potentiator	RXFP1 antagonist	D1 antag	D2 ag	RXFP1 agonist	D2 antagonist	D1 agonist	TRHR PAM
#41 Cc1ccc(S(=O)(=O)N2CCC(=O)CC2)cc1
  5	3	3	-12	0.8	1.9%	-11	4	1
#42 CCCc1cc(=O)oc2cc(OCC(=O)NC(Cc3ccc(Cl)cc3)C(=O)O)ccc12 (stereo not drawn)
  -3	-6	x	8	-0.2	-1.0%	-6	4	0
#43 CCc1cc(C(=O)NC2CCCN(Cc3ccccc3F)C2)n(C)n1 (stereo not drawn)
  21	-1	-23	-24	0.5	-0.4%	9	5	8
#44 O=C(NNc1cccc(Cl)c1)c1cccnc1Cl
  8	-11	0	-29	0.7	0.8%	-8	0	1
#45 Cc1ccc(CNC(=O)c2cc(-c3cc(C)cc(C)c3O)n[nH]2)cc1
  -18	-1	-12	-11	-1.8	1.7%	-8	5	-4
#46 COC(=O)[C@H](CCSC)NC(=O)Nc1cc(C)ccc1C
  3	-5	-15	12	2.3	-0.4%	28	2	7
#47 CCOc1ccc(CCNC(=O)COC(=O)Cc2ccc(OC)c(OC)c2)cc1OCC
  6	-1	0	5	0.7	0.7%	-11	2	1
#48 Cc1cc(C)c2nc(NNC(=O)c3ccc(S(=O)(=O)N4CCc5ccccc5C4)cc3)sc2c1
  3	-2	3	13	-0.2	0.8%	4	-2	9
#49 CC(=O)N1CCc2cc(S(=O)(=O)Nc3ccccc3N3CCN(C)CC3)ccc21
  27	x	x	5	1.5	0.1%	-13	4	12
#50 CC(C)Cc1ccc(CN2CCCC(NC(=O)c3cccc(-n4cnnc4)c3)C2)cc1 (stereo not drawn)
  -3	3	-36	6	-0.5	-3.5%	7	15	1
#51 CC1(c2nnc(Cc3ccccc3)o2)CC(c2ccccc2[N+](=O)[O-])=NO1 (stereo not drawn)
  -8	-2	x	8	-0.3	2.4%	3	1	5
#52 COCCCNc1oc(-c2ccc(COc3ccc(Cl)cc3)o2)nc1C#N
  -9	0	-18	-4	-0.4	0.2%	x	0	-1
